# From PubChem
# UPR CHOP act: activators of apoptotic arm of unfolded protein response (CHOP) | CHO-CHOP luciferase reporter, UPR activation, luminescence; percent of tunicamycin response over DMSO baseline | actives 0.34% (n = 330,000) | activation, % at 10 µM | AID 449763;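 active = at 10 µM dose, activation of 40% or more, normalized to positive control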;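 also: 100% = tunicamycin at 10 µg/mL and 0% = DMSO alone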
#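 Test system: CHO-CHOP cells, stable luciferase reporter of PERK-eIF2a-CHOP signalling | Quantity: 500 CHO-CHOP cells per well | Buffer or medium: F12 plus 10% serum | Compound dosing: 10 µM single point, 0.5% DMSO | Schedule: 6 h compound treatment, 37 °C | Signal: Luciferase luminescence | Control set: Tunicamycin high control, DMSO low control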
# tim23-1 inh: inhibits growth of tim23-1 mutant yeast | S. cerevisiae tim23-1 growth, BacTiter-Glo luminescence, 24 h | inhibition, % at 20 µM | actives 1.3% (n = 330,000);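 active = growth inhibition of the mutant yeast at or above 50%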;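 also: temperature-sensitive mutant grown at 25 °C; plate controls were DMSO-treated mutant yeast for no effect and medium wells lacking yeast for full effect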
# Jurkat NFkB inh: inhibitors of the PMA/ionomycin-induced NF-kB reporter in Jurkat cells | PMA/ionomycin-induced NF-kB luciferase reporter, luminescence | inhibition, % at 4 µM | actives 0.53% (n = 330,000) | AID 435003; in the data active = inhibition above about 50%
# Mdm2-MdmX inh: disrupts the human Mdm2-MdmX interaction. SaOS-2 split-luciferase Mdm2/MdmX complementation, luminescence. inhibition, % at 8 µM. O15151+Q00987. actives 3% (n = 330,000). AID 485346;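 active = inhibition of at least 50% at 8 µM in the primary screen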
# APJ ag: APJ receptor agonism. P35414. CHO-K1 APJ PathHunter beta-arrestin, luminescence; 0% DMSO wells, 100% apelin. activation, % at 20 µM. actives 0.11% (n = 330,000);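 active = activation more than six SD over the plate average, tested at 20 µM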;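 also: 0% = DMSO alone and 100% = apelin-13 at 10 nM; some results filed as inactive read as strong as hits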
# Target sequence (P35414 whole entry, looked up): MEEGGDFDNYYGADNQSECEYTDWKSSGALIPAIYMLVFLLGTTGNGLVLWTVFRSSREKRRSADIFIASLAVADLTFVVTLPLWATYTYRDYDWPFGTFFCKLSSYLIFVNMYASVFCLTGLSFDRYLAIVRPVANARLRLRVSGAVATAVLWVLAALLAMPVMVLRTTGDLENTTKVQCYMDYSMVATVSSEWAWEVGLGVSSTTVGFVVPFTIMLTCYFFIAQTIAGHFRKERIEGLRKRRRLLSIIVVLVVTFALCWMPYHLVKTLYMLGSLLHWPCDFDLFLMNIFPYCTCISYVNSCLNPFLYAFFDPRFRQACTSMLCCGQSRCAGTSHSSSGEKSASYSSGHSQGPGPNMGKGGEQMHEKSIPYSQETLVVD
#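 Test system – PathHunter CHO-K1 APJ (AGTRL-1) beta-arrestin reporter cells · Input – 1000 cells/well · Compound – single test compound dose, 20 µM final, 1% DMSO · Times – compound stimulation 90 min at 25 °C, detection 60 min · Technique – beta-gal luminescence · Read-out basis – APJ–arrestin association signal · Control set – negative DMSO alone, positive Apelin-13 at 10 nM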
# APJ antagonist: blocks the human apelin receptor APJ; P35414; CHO-K1 APJ beta-arrestin complementation, luminescence; inhibition, % at 20 µM; actives 0.32% (n = 330,000); AID 2521;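 active = inhibition above about 40% at 20 µM, limit read from the data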;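 also: cells challenged with 10 nM apelin-13 agonist together with compound; plate controls were apelin-13 plus DMSO wells for no effect and DMSO wells lacking apelin-13 for full effect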
# 697 NFkB inh: inhibitors of the PMA/ionomycin-induced NF-kB reporter in 697 B cells | AID 435022 | actives 0.33% (n = 330,000) | 697 B-cell NF-kB luciferase reporter, 16 h | inhibition, % at 4 µM; in the data active = inhibition above about 35%
# XBP1 UPR activ: adaptive UPR (XBP1) activation | CHO-XBP1 luciferase reporter, IRE1-XBP1 UPR activation, luminescence; percent of tunicamycin response, DMSO as zero | activation, % at 20 µM | actives 0.33% (n = 330,000);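 active = versus positive control, 20 µM dose yields 30% or more activation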;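 also: 100% = tunicamycin at 10 µg/mL and 0% = DMSO only wells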
#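 Material: CHO cell line with stable XBP1 luciferase reporter; schedule: 16-18 h cell attachment at 37 °C, then 6 h compound exposure; signal: glow luminescence from Steady-Glo reagent; medium: serum-containing F12 medium, 10% FBS; benchmarks: tunicamycin 10 µg/mL and vehicle-only wells; read-out: percent activation relative to tunicamycin reference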
# * marks the source's active call; other numbers are inactive results.
mol,UPR CHOP act,tim23-1 inh,Jurkat NFkB inh,Mdm2-MdmX inh,APJ ag,APJ antagonist,697 NFkB inh,XBP1 UPR activ
O=C(O)C1=C[C@@H](c2ccc3c(c2)OCO3)C[C@@H](OCc2ccc(CO)cc2)O1,0.2,25.6,8.0,1.5,-2.0,20.9,4.2,-2.2
Cc1ccc(S(=O)(=O)Nc2c(C(=O)O)[nH]c3ccccc23)c(C)c1,1.8,-3.8,8.9,3.5,-1.4,-4.8,21.7,-3.9
CN(C)C(=O)N1CCCC(C(=O)NCCc2ccccc2)C1 (stereo not drawn),1.1,-6.0,-16.2,-11.7,-4.2,14.4,-2.7,-2.3
COc1ccccc1-n1c(-c2ccccc2)n[nH]c1=S,2.6,3.8,-11.3,-21.6,-4.3,-0.6,-10.1,-1.7
COc1cc(Cl)cc(/C=N/NC(N)=O)c1O,1.4,-5.6,15.9,12.3,-0.7,-15.3,13.5,-2.4
CCCOc1ccc(N2C(=O)CC(N(CCc3ccc(OC)c(OC)c3)C(=O)c3ccccc3)C2=O)cc1 (stereo not drawn),2.2,17.2,-5.8,14.5,-1.2,6.7,-3.7,-4.4
CCOc1ccc(/C=N/NC(=O)c2ccc(O)cc2)cc1CN1CC2CC(C1)c1cccc(=O)n1C2 (stereo not drawn),1.3,7.9,-3.1,8.3,2.0,-7.6,12.8,-2.8
O=C(CNC(=O)c1ccc(Br)cc1)NC1=NCCS1,-1.0,9.0,-19.0,5.3,-0.3,2.9,-2.6,0.3
O=C(COC(=O)COc1cccc(C(F)(F)F)c1)NC1CCCC1,-0.5,18.2,12.1,36.3,-8.0,-9.8,5.3,3.5
O=C(Nc1cccc(O)c1)c1cc(-c2cccs2)on1,4.4,20.0,-151.8,-165.9,-1.1,11.8,12.9,-5.3
CCc1ccccc1Nc1nc(N)nc(COC(=O)CCS(=O)(=O)c2ccccc2)n1,-0.1,6.1,6.7,25.7,5.9,-45.2,12.0,-2.6
CNc1nc(Cl)c(SC)c(N2CCOCC2)n1,0.4,7.8,-10.7,-2.2,-4.9,-10.7,-15.5,1.1
Cc1cccc(C)c1NC(=O)CN1CCN(C(=O)CNC(=O)c2ccc(N3CCCC3=O)cc2)CC1,-1.6,1.0,2.8,17.7,0.3,-0.7,11.8,-1.7
Cc1cccc(S(=O)(=O)Nc2ccc(-c3cn4ccccc4n3)cc2)c1,0.5,36.6,-22.5,-25.2,5.2,-23.4,11.8,-3.4
COc1ccc(C(=O)Nc2ccc3nc(C)c(C)nc3c2)cc1,4.5,23.5,-21.1,11.4,-3.5,6.0,15.9,7.9
Nc1nc(Cn2nnc(-c3ccccc3Cl)n2)nc(N2CCOCC2)n1,-1.6,-8.4,-6.6,6.0,-1.0,-16.7,-20.9,-0.2
C=C(C)COc1ccc2c(CC)cc(=O)oc2c1C,0.0,10.0,6.3,16.5,-2.3,-6.3,-23.5,1.9
N#CCSC1=Nc2ccccc2C2=NC(CCC(=O)N3CCN(c4ccccc4)CC3)C(=O)N12 (stereo not drawn),-2.9,-3.9,10.8,29.5,-5.5,4.1,-1.3,-1.9
COc1ccc2c(c1)CCc1sc(NC(=O)c3ccc(C)cc3)nc1-2,-2.2,-8.9,-7.0,15.2,-1.6,-10.4,-6.1,-4.9
Cc1cc(C)n2nc(SCC(=O)Nc3c(C)nn(-c4ccccc4)c3C)nc2n1,-0.5,7.4,-4.1,-5.3,39.2*,3.1,-7.4,-2.3
CC(C(N)=O)N1C(=O)c2cccc3cccc1c23 (stereo not drawn),-1.2,10.4,-3.3,0.4,3.6,1.9,-14.7,1.2
c1ccc(-c2nc(-c3cccs3)[nH]c2-c2ccccc2)cc1,1.7,10.3,3.6,32.8,-3.5,2.9,4.1,-0.5
O=C(O)c1ccc(/C=C2\SC(=S)N(NC(=O)c3ccccc3)C2=O)cc1,-0.3,4.7,-3.7,-14.1,-4.4,20.6,-22.8,-1.3
CC(C)(C)NC(=O)C(c1ccncc1)N(C(=O)CNC(=O)c1ccco1)c1ccc(F)cc1 (stereo not drawn),0.1,5.8,-7.9,16.0,-3.0,-14.9,15.3,-3.9
CC(=O)N1CCc2cc(S(=O)(=O)NCCC(=O)NC3CCN(Cc4ccccc4)CC3)ccc21,-0.2,9.1,1.1,5.1,3.4,-10.4,11.7,-1.6
Cc1nn(-c2ccccc2)c2c1C1(C(=O)N(C(C)C)c3ccccc31)C(C#N)=C(N)O2 (stereo not drawn),-2.2,28.0,-0.2,20.3,5.9,-65.8,0.7,-3.9
c1ccn2c(SCc3ccc4c(c3)OCO4)nnc2c1,0.3,16.6,-65.7,-41.6,-1.0,-7.1,-113.1,-1.5
Cc1ccc(-n2nnnc2SCC(=O)c2c(N)n(C3CC3)c(=O)[nH]c2=O)cc1C,1.2,-9.7,-5.6,20.6,0.3,5.8,0.2,0.6
COc1ccc(S(=O)(=O)N(CC(=O)NCc2ccco2)c2ccccc2)cc1,1.1,16.8,0.4,7.8,-1.6,15.7,13.4,0.7
CCOc1ccc(-c2csc(NC(=O)CSC3=NC(=O)CN3C(C)=O)n2)c2ccccc12,1.0,21.6,-9.2,30.3,0.4,-8.0,4.1,8.5
O=C(NCc1ccc2c(c1)OCO2)c1ccc(S(=O)(=O)NCC2CCCO2)cc1 (stereo not drawn),0.9,-0.2,-7.9,24.4,-1.4,-7.0,-1.7,-3.7
O=C(NCc1ccccc1Cl)C1CCN(C(=O)c2sccc2-n2cccc2)CC1,-0.6,9.1,5.0,10.2,-1.8,-9.5,15.1,-3.2
COc1cc2c(cc1OC)C(C(=O)N1CCN(c3ccccn3)CC1)C(c1cccs1)N(C)C2=O (stereo not drawn),-1.3,10.9,26.8,7.4,-2.6,1.0,-10.4,-1.0
CCOC(=O)C1=CC[C@@H](c2ccco2)N(S(=O)(=O)c2ccc(C)cc2)[C@H]1C(=O)OCC,0.5,27.0,-7.1,4.8,-3.5,8.3,10.1,-0.5
Cc1ccc(C)c(-n2c(SCC(N)=O)nnc2-c2ccccn2)c1,-0.9,19.8,0.8,-11.6,3.8,19.2,-34.6,-1.9
Cc1ccc(-c2c(C#N)c(N)nc3c2CCCCC3)cc1,-0.2,0.2,2.8,2.8,-2.0,-4.0,-5.8,-2.7
Cc1cccc(NC(=O)c2oc3ccc(S(=O)(=O)N4CCOCC4)cc3c2C)c1C,0.2,18.4,14.0,5.7,-1.0,-25.8,-1.9,0.1
O=C(Cc1cccs1)Nc1ccc(-c2nnc(-c3ccco3)o2)cc1,8.3,-13.0,-58.8,-21.4,2.1,11.0,-54.7,2.3
COc1ccc(/C(O)=C2/C(=O)C(=O)N(CCN(C)C)C2c2ccccc2)cc1Cl (stereo not drawn),1.7,10.1,13.5,16.5,-2.1,7.7,2.8,-1.0
COc1ccc(-c2csc(NC(=O)c3c(C)noc3C)n2)cc1F,-0.7,30.7,10.7,19.5,6.6,-2.0,-7.7,-2.0
COc1ccc(Cl)cc1NC(=O)CN1C(=O)NC(C)(Cc2ccc(OC)c(OC)c2)C1=O (stereo not drawn),-1.6,-1.1,4.0,13.4,-2.6,8.0,9.7,-0.8
CC(=O)c1ccc(O)c(CSC2=NCCS2)c1,-1.4,1.3,0.3,-28.4,-1.3,7.1,-10.1,-3.0
CCSc1nnc(NC(=O)CN2C(=O)NC3(CCCC3)C2=O)s1,-3.6,-10.1,15.4,29.9,-2.9,1.7,20.0,-1.4
C=CCNC(=O)c1ccc(N(C)S(=O)(=O)c2ccc(OC)cc2)cc1,0.6,-0.3,9.8,-3.6,-5.2,23.0,10.4,-2.5
O=C(COC(=O)c1ccc(Br)c(S(=O)(=O)N2CCOCC2)c1)NCC1CCCO1 (stereo not drawn),-3.3,13.2,-19.7,13.0,-0.8,-11.8,12.3,-0.5
CCc1ccc(S(=O)(=O)NCCc2csc(C)n2)s1,-1.3,15.9,11.2,9.7,-2.9,-10.5,-1.1,-2.6
Cc1cccc(-c2cc(C(=O)Nc3ccncc3)c3ccccc3n2)c1,0.7,2.1,1.7,18.9,25.6,-26.4,-51.5,-9.1
COc1ccc(CNC(=O)c2cccc(-c3ccc(C)c4ccccc34)n2)cc1,-1.9,-14.3,29.4,19.3,-6.0,10.5,18.5,-1.9
O=C(CCCOc1ccc(Cl)cc1Cl)NCCc1ccccn1,-7.0,18.4,34.3,23.8,-4.8,-3.7,14.0,-12.3
COc1ccc(-c2nn(-c3ccccc3C)cc2CNC(C)c2cn(C)nc2C)cc1F (stereo not drawn),-2.7,-11.9,-4.5,13.9,-1.7,14.7,20.5,-1.5
C=C(C)C(O)COc1c2occc2c(OC)c2ccc(=O)oc12 (stereo not drawn),-0.8,4.4,-3.4,-4.3,0.4,-0.6,-22.5,-1.6
COC(=O)c1ccccc1NC(=O)COC(=O)CSCC(=O)N1CCOCC1,-3.8,3.8,5.7,-14.4,-0.1,-3.1,0.1,0.3
CCOc1ccc(NC(=O)C(C)O)c(NS(=O)(=O)c2ccc(CCNC(C)=O)cc2)c1 (stereo not drawn),-0.4,9.6,-5.8,-12.0,1.8,1.1,-15.8,-2.0
Cn1cccc1CC(=O)N/N=C/c1ccc([N+](=O)[O-])cc1,1.1,14.4,-2.9,13.6,6.2,-20.6,5.0,-1.6
COc1ccc(C(CNC(=O)c2ccc(NS(=O)(=O)c3ccc(F)cc3)cc2)N2CCOCC2)cc1 (stereo not drawn),2.7,7.4,13.1,-20.6,-3.6,8.9,2.8,-0.1
Cn1c(=O)n(C)c2cc(NC(=O)CSc3nc4ccccc4c(=O)[nH]3)ccc21,0.3,10.1,16.9,46.9,-2.3,15.5,25.7,1.7
COc1ccc(-c2csc(NC(=O)c3ccc(N4C(=O)CCC4=O)cc3)n2)cc1OC,-1.5,-4.7,-6.3,3.7,-3.9,10.9,19.9,0.4
CCc1cc(C(=O)Nc2ccccc2)cs1,3.8,16.6,-100.5,-4.1,-0.8,-21.0,0.9,2.6
Cc1ccc(OCCn2cnc3c(N)ncnc32)cc1,0.3,-14.2,-1.7,71.9*,14.5,-20.5,-77.0,2.5

# Four entries from above in a different format:
CCc1ccc(S(=O)(=O)NCCc2csc(C)n2)s1
  UPR CHOP act: -1.3 | tim23-1 inh: 15.9 | Jurkat NFkB inh: 11.2 | Mdm2-MdmX inh: 9.7 | APJ ag: -2.9 | APJ antagonist: -10.5 | 697 NFkB inh: -1.1 | XBP1 UPR activ: -2.6

Cc1cccc(-c2cc(C(=O)Nc3ccncc3)c3ccccc3n2)c1
  UPR CHOP act: 0.7 | tim23-1 inh: 2.1 | Jurkat NFkB inh: 1.7 | Mdm2-MdmX inh: 18.9 | APJ ag: 25.6 | APJ antagonist: -26.4 | 697 NFkB inh: -51.5 | XBP1 UPR activ: -9.1

COc1ccc(CNC(=O)c2cccc(-c3ccc(C)c4ccccc34)n2)cc1
  UPR CHOP act: -1.9 | tim23-1 inh: -14.3 | Jurkat NFkB inh: 29.4 | Mdm2-MdmX inh: 19.3 | APJ ag: -6.0 | APJ antagonist: 10.5 | 697 NFkB inh: 18.5 | XBP1 UPR activ: -1.9

O=C(CCCOc1ccc(Cl)cc1Cl)NCCc1ccccn1
  UPR CHOP act: -7.0 | tim23-1 inh: 18.4 | Jurkat NFkB inh: 34.3 | Mdm2-MdmX inh: 23.8 | APJ ag: -4.8 | APJ antagonist: -3.7 | 697 NFkB inh: 14.0 | XBP1 UPR activ: -12.3
